MgcRacGAP inhibition = MgcRacGAP GTPase-activating activity inhibitors, confirmation, biochemical, ADP Hunter fluorescence; hit rate 0.6% among 340,000; inhibition, % at 30 µM, or IC50 in µM where a hit was titrated; AID 624330; MgcRacGAP-stimulated Rac1 GTP hydrolysis, ADP Hunter fluorescence; higher % means a stronger effect; GST-tagged Rac1 F28L mutant substrate;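 active = first-screen hits whose inhibition reached a set limit at any dose in the follow-up dose series; inconclusive = inhibition above the set first-screen limit but never retested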;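 note: fluorescence reports GDP produced by GAP-driven GTP hydrolysis; strong numbers were not always called active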
AID2073 = inhibitors of Mint1-CaV2.2 protein interaction, biochemical, HTRF (AID 2073) | hit rate 0.19% among 290,000 | inhibition, % at 20 µM, or IC50 in µM where a hit was titrated | HTRF protein-protein interaction, Mint1-CaV2.2; higher % means a stronger effect; in the data active = inhibition mostly above about 51%, no sharp cut-off; inconclusive = no clear call, values can overlap the other calls; inactive = mostly below about 53%; note: some results filed as inactive read as strong as hits
West Nile antiviral = West Nile virus antiviral activity, cell-based, CPE readout (AID 1621); West Nile virus-infected cells, CPE inhibition; higher % means a stronger effect; CPE inhibition, % at 10 µM; hits with a dose series show IC50 in µM; hit rate 0.02% among 290,000; in the data active = a potency from the dose series; inconclusive = CPE inhibition mostly from about 3.7% at the one dose, without a potency; inactive = the rest, 99 in 100 with CPE inhibition below about 2.2%; note: strong numbers were not always called active
K1F lysis inhibition = inhibition of K1F phage lysis, E. coli UTI89, bacterial capsule biogenesis inhibitors, alamar blue (AID 488966); E. coli UTI89 K1F phage lysis, alamar blue, 2 h; higher % means a stronger effect; hit rate 0.02% among 340,000; inhibition, % at 100 µM; hits with a dose series show IC50 in µM;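 active = phage lysis inhibition, versus mean bacterial control, above a set limit; inconclusive = no clear call, values can overlap the other calls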;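 note: capsule biogenesis inhibitors block K1F phage lysis so surviving cells raise fluorescence; higher fluorescence means more inhibition of phage lysis; actives were called in the ten point dose series up to 300 µM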
NS5 inhibitors = flavivirus cap methylation enzyme inhibition – biochemical, confirmation dose response, primary screen (AID 588689); Dengue-2 NS5 methyltransferase capping enzyme assay, biochemical; higher % means a stronger effect; hit rate 0.3% among 340,000; inhibition, % at 25 µM, or IC50 in µM where a hit was titrated; in the data active = a potency from the dose series; inconclusive = inhibition above about 29% without an active follow-up result
RSV CPE inhibition = inhibition of RSV-induced cytopathic effect – HEp-2 cells, primary 10 µM value included (AID 2391) | HEp-2 cells, RSV-induced CPE inhibition; higher % means a stronger effect | CPE inhibition, % at 10 µM, or IC50 in µM where a hit was titrated | hit rate 0.13% among 310,000; in the data active = a potency from the dose series; inconclusive = CPE inhibition mostly from about 23% at the one dose, without a potency; inactive = the rest, 99 in 100 with CPE inhibition below about 21%; note: strong numbers were not always called active
SV40 large T antigen = TAg ATPase/helicase activity blockers – biochemical (AID 1903); one-dose inhibition, % at 20 µM; IC50 in µM for titrated hits; SV40 large T antigen ATPase/helicase inhibition assay; higher % means a stronger effect; hit rate 0.39% among 310,000; in the data active = a potency from the dose series; inconclusive = inhibition mostly from about 32% at the one dose, without a potency; inactive = the rest, 99 in 100 with inhibition below about 32%; note: strong numbers were not always called active
Siah-1 displacement = blockers of Siah-1 interaction with plectin peptide – biochemical, fluorescence polarization, rhodamine-plectin, uHTS, primary screen (AID 1817). Siah-1 / rhodamine-plectin peptide fluorescence polarization; higher % means a stronger effect. one-dose displacement, % at 20 µM; IC50 in µM for titrated hits. hit rate 0.02% among 290,000;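 active = displacement of at least 50% at 20 µM, with a fluorescence ratio check between 0.3 and a set limit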;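 note: plate controls were Siah plus tracer with DMSO for no effect and tracer alone without Siah for full effect; strong numbers were not always called active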
NTR1 ag = NTR1-driven beta-arrestin-GFP spot formation – imaging, U2OS cells, high content, primary screen (AID 493036) | P30989 | agonist mode | activation, % at 20 µM | hit rate 0.17% among 330,000;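 active = activation at or above 40% of the spot to cytoplasm intensity ratio, with at least 20 cells analyzed; inconclusive = wells under 20 cells, flagged as cytotoxic or low count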;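 note: 0% = DMSO without peptide and 100% = 100 nM NTR1 peptide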
Target sequence (P30989 whole entry, looked up): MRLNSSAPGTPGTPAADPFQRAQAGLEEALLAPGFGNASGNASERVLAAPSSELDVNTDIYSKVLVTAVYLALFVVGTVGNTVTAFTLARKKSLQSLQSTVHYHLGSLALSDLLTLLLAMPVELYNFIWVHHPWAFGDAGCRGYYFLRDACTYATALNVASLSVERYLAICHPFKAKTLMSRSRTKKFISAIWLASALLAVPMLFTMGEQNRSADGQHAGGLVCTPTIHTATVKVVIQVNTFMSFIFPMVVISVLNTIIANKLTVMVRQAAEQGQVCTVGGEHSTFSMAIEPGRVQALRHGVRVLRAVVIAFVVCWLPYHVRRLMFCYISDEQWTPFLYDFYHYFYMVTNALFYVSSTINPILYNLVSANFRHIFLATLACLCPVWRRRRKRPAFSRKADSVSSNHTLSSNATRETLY
NTR1 ag cell count 20 µM = recorded beside NTR1 ag, whose call it bears; cell count; measured here: cell count, cytotoxicity flag
NS5 inhibitors pilot replicate = recorded beside NS5 inhibitors, whose call it bears; inhibition, %; measured here: pilot screen replicate inhibition
* hit, by the source's call; ? = inconclusive; . = not tested or not shown; [ ] = remark or other dose.

SMILES	MgcRacGAP inhibition	AID2073	West Nile antiviral	K1F lysis inhibition	NS5 inhibitors	RSV CPE inhibition	SV40 large T antigen	Siah-1 displacement	NTR1 ag	NTR1 ag cell count 20 µM	others
COC(=O)c1ccc(CN(c2ccccn2)S(=O)(=O)c2ccccc2)cc1	8%	7%	-1.1%	0.4%	-8%	?	2%	-6%	.	.
CCOc1ccc(-n2cccc2C=O)cc1	5%	7%	-0.3%	1.9%[50 µM]	-4%	1.4%	19%	-1%	-1.8	67
CCC(C)N(C(=O)CSc1nncn1C)C1CCS(=O)(=O)C1 (stereo not drawn)	3%	.	.	1.1%	-5%	.	.	.	-0.9	57
COc1ccc(S(=O)(=O)N2CCC(C(=O)NCC3CCCO3)CC2)cc1C (stereo not drawn)	3%	10%	-0.3%	5.7%	-3%	0.7%	9%	2%	0.2	52
CCOC(=O)N1N=C(c2ccc(C)cc2)CC1(O)C(F)(F)F (stereo not drawn)	5%	16%	-0.2%	0.4%	-3%	0.0%	-5%	-4%	1.1	53
Cc1ccc(-n2c(Cc3ccccc3)nnc2SCC(=O)NNC(=O)Cc2ccccc2)cc1	-7%	-7%	0.4%	-0.2%	-9%	2.2%	5%	6%	0.6	80	NS5 inhibitors pilot replicate=-6.4
O=C(NCCCN1CCCC1)Nc1ccccc1[N+](=O)[O-]	.	4%	0.1%	0.1%	1%	-0.3%	5%	5%	-1.9	75
COc1ccc2[nH]c3c(c2c1)CCN1C(=O)C(CC(=O)NCCN2CCOCC2)C[C@H](C(=O)N(C(C)C)C(C)C)[C@@]31C (stereo partly drawn)	9%	.	.	0.1%	-1%	.	.	.	0.4	49	NS5 inhibitors pilot replicate=1.8
COc1ccc(NC(=O)Nc2ccccc2C(=O)N2CCCC2)cc1	0%	3%	0.1%	0.2%	-12%	0.6%	-3%	-2%	0.3	59
Cc1ccnc(N2C(=O)c3ccc([N+](=O)[O-])cc3C2=O)c1	4%	1%	0.4%	1.4%	3%	1.8%	14%	1%	0.7	56
O=C1Nc2ccccc2O/C1=C\c1ccccc1Br	15%	24%	-0.7%	0.1%	7%	5.4%	4%	5%	4.3	87
COc1cccc(NC(=O)N2CCCC2C(=O)NCc2ccco2)c1 (stereo not drawn)	6%	-5%	0.1%	0.4%	4%	5.7%	2%	3%	2.8	61
COc1cc(C(=O)NCCN2C(=O)S/C(=C\c3cccs3)C2=O)cc(OC)c1OC	8%	5%	-0.9%	-2.1%	-4%	-1.2%	-4%	5%	3.4	52
O=C(CSc1nnnn1C1CCCCC1)NCc1cccc(C(=O)O)c1	-1%	-8%	0.7%	8.8%	-1%	2.5%	3%	-1%	4.0	57
CCC(C)NC(=O)C(Cc1ccccc1)NS(=O)(=O)c1cccc2nsnc12 (stereo not drawn)	11%	11%	0.4%	0.3%	-2%	0.3%	2%	-1%	1.4	90
COCCN(C(=O)COC(=O)C1CCC(C(C)(C)C)CC1)c1c(N)n(Cc2ccccc2)c(=O)[nH]c1=O (stereo not drawn)	7%	.	.	-0.1%[50 µM]	-7%	4.7%	12%	.	0.4	69
O=C(CCNC(=O)c1ccc([N+](=O)[O-])cc1)NCc1ccccc1	11%	.	.	2.1%[50 µM]	-1%	.	.	.	-0.9	69
Cc1cc(Oc2ccc(C)c(Cl)c2)nc(SCC(=O)c2ccccc2)n1	6%	8%	-1.1%	2.8%	-7%	4.5%	10%	0%	7.0	49
Cc1cc(=O)oc2cc(NC(=S)NCc3ccccn3)ccc12	5%	6%	1.2%	-0.1%	-2%	1.0%	10%	7%	0.9	37
CCCc1ccc(C#N)c(SC2CC(=O)N(c3ccc(OC)cc3)C2=O)n1 (stereo not drawn)	5%	6%	0.2%	-1.1%	2%	-0.3%	.	0%	-1.3	32
Cc1cc2nc(SCCOC(=O)Nc3ccc(Cl)cc3)nc(C)c2cc1C	5%	0%	-0.2%	0.5%	3%	3.4%	0%	-4%	6.2	33
Nc1ccc2nc(-c3ccccc3)sc2c1	4%	?	0.0%	0.1%	-1%	17%	24%	-2%	-0.4	90
C/C=C/C(=O)N1CC2(CC(c3cccc(NC(=O)COc4ccc(Cl)cc4)c3)=NO2)C[C@@H]1C(N)=O (stereo partly drawn)	9%	5%	0.0%	1.0%	-2%	1.6%	5%	-6%	1.4	91
CCOC(=O)C1=NN(c2ccc(Cl)cc2)C(=O)C1	10%	13%	0.5%	0.3%	2%	0.7%	14%	-8%	1.7	42
COc1ccccc1Nc1cc(C(=O)NCCCN2CCOCC2)c2ccccc2n1	4%	-8%	0.1%	-0.3%	1%	-0.2%	6%	-5%	-1.9	101
O=c1cc(C(F)(F)F)nc(-c2ccccc2OC(F)(F)F)[nH]1	3%	9%	0.0%	0.2%	-5%	-0.4%	1%	2%	-0.8	40
O=C(NNC(=O)c1ccccc1OCc1ccc(F)cc1)c1ccncc1	0%	.	.	1.6%[50 µM]	1%	-0.3%	4%	.	0.2	57
COCCn1c(SC(C)C(=O)NC2CC2)nnc1-c1cccc(C)c1 (stereo not drawn)	2%	.	.	-0.1%[50 µM]	1%	-1.6%	11%	.	-1.5	82
Cn1nnnc1SCc1ccc([N+](=O)[O-])cc1	7%	1%	-1.0%	2.4%[50 µM]	0%	1.6%	8%	6%	-0.5	64
Cc1sc2ncnc(N3CCC(C(=O)N(CC(C)C)c4nc5ccccc5s4)CC3)c2c1C	9%	.	.	0.2%[50 µM]	-4%	?	3%	.	2.1	54
CCN(C[C@H]1N[C@@](Cc2ccccc2)(C(=O)OC)[C@H]2C(=O)N(C)C(=O)[C@@H]12)C(=O)Nc1ccc(Cl)cc1	4%	.	.	0.0%	2%	.	.	.	-1.3	68	NS5 inhibitors pilot replicate=-0.3
Cc1ccc(S(=O)(=O)NC(=NCc2ccccc2)c2ccc(F)cc2)cc1	-5%	-2%	-0.9%	0.0%	-4%	0.3%	5%	-2%	0.0	68
CCC(C)[C@H](N)c1nnc(SCC(=O)Nc2cccc(Cl)c2)o1 (stereo partly drawn)	8%	-3%	0.3%	0.2%	2%	0.8%	53%	2%	0.0	83
CCCC[C@H]1COCCS(=O)(=O)N1Cc1ccccc1F	9%	0%	-1.3%	0.1%	-4%	-0.2%	8%	2%	-3.4	99
Cc1ccc(/C=C2\SC(=S)N(CCCC(=O)NC3CCCC3)C2=O)cc1	8%	7%	0.1%	1.7%[50 µM]	1%	2.2%	17%	-6%	2.8	46
COc1ccc2[nH]c3c(=O)n(CCCCC(=O)NCCN4CCCC4)c(=S)[nH]c3c2c1	?	0%	1.9%	-0.2%	2%	-1.7%	10µM*	-1%	-0.7	74
COc1ccccc1OCCCn1c(=O)oc2ccccc21	12%	-3%	-0.2%	0.2%	.	2.1%	5%	0%	-0.4	48
COc1ccc(CCNC(=O)c2cc3c(=O)n4ccccc4nc3n(C3CCCCC3)c2=N)cc1OC	14%	0%	-0.3%	0.7%	-11%	3.2%	28%	3%	8.7	61
Cn1c(=O)oc2cc(S(=O)(=O)Nc3ccc4c(c3)OCCO4)ccc21	0%	-4%	-0.5%	0.5%	0%	2.4%	3%	2%	-1.1	78
COc1ccccc1N1CCN(C(=O)c2c(-c3c(Cl)cccc3Cl)noc2C)CC1	7%	1%	1.4%	-0.1%	4%	1.1%	4%	2%	1.1	57

An excerpt from above in order of number of heavy atoms, smallest number first:
SMILES	MgcRacGAP inhibition	AID2073	West Nile antiviral	K1F lysis inhibition	NS5 inhibitors	RSV CPE inhibition	SV40 large T antigen	Siah-1 displacement	NTR1 ag	NTR1 ag cell count 20 µM	others
Cc1ccnc(N2C(=O)c3ccc([N+](=O)[O-])cc3C2=O)c1	4%	1%	0.4%	1.4%	3%	1.8%	14%	1%	0.7	56
CCOC(=O)N1N=C(c2ccc(C)cc2)CC1(O)C(F)(F)F (stereo not drawn)	5%	16%	-0.2%	0.4%	-3%	0.0%	-5%	-4%	1.1	53
Cn1c(=O)oc2cc(S(=O)(=O)Nc3ccc4c(c3)OCCO4)ccc21	0%	-4%	-0.5%	0.5%	0%	2.4%	3%	2%	-1.1	78
O=C(NNC(=O)c1ccccc1OCc1ccc(F)cc1)c1ccncc1	0%	.	.	1.6%[50 µM]	1%	-0.3%	4%	.	0.2	57
CCC(C)NC(=O)C(Cc1ccccc1)NS(=O)(=O)c1cccc2nsnc12 (stereo not drawn)	11%	11%	0.4%	0.3%	-2%	0.3%	2%	-1%	1.4	90
Cc1sc2ncnc(N3CCC(C(=O)N(CC(C)C)c4nc5ccccc5s4)CC3)c2c1C	9%	.	.	0.2%[50 µM]	-4%	?	3%	.	2.1	54
Cc1ccc(-n2c(Cc3ccccc3)nnc2SCC(=O)NNC(=O)Cc2ccccc2)cc1	-7%	-7%	0.4%	-0.2%	-9%	2.2%	5%	6%	0.6	80	NS5 inhibitors pilot replicate=-6.4

Further results:
SMILES	MgcRacGAP inhibition	AID2073	West Nile antiviral	K1F lysis inhibition	NS5 inhibitors	RSV CPE inhibition	SV40 large T antigen	Siah-1 displacement	NTR1 ag	NTR1 ag cell count 20 µM	others
O=C(CN1C(=O)CC(c2ccccc2)S(=O)(=O)c2ccccc21)N1CCOCC1 (stereo not drawn)	.	-6%	-0.4%	.	.	1.1%	9%	-1%	-0.6	37
C=CCn1c(SCc2csc(-c3ccc(C)cc3)n2)nnc1-c1ccccc1OC	-4%	15%	-1.3%	-2.3%	-4%	20%	11%	-3%	15	44
COc1ccc(S(=O)(=O)N2CCOC23CCN(S(=O)(=O)c2ccc(F)cc2C)CC3)cc1	1%	.	.	-0.8%[50 µM]	-12%	.	.	.	14	40
O=S1(=O)CC=C(CSc2nc3ccccc3[nH]2)C1	7%	0%	-0.4%	0.3%	3%	1.2%	0%	5%	-0.4	51

Assay outcomes from PubChem.
